# Bioassay records deposited in PubChem BioAssay by several laboratories.
# NOD1 inhibition: inhibition of NOD1-driven NF-kB reporter – cell-based, luminescence, uHTS, primary screen (AID 1578). 290,000 tested, 1% active. NOD1-driven NF-kB luciferase reporter cells, luminescence; higher % means a stronger effect. inhibition, % at 4 µM, or EC50 in µM where a hit was titrated; in the data active = inhibition mostly above about 36%, no sharp cut-off; inactive = mostly below about 34%;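 note: HEK-293T reporter cells stimulated with the NOD1 agonist gamma-tri-DAP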
# MT stabilize HCS: microtubule stabilizers in HeLa cells | HeLa tubulin immunostaining HCS, 24 h; share of cells brighter than vehicle mean+2SD | % tubulin-high responders, % at 10 µM | 200,000 tested, 0.83% active | AID 2205;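 active = plate Z-score above 3 for both tubulin-high and condensed-nucleus cell shares, with cell loss under 80%, at 10 µM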;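 note: anti alpha tubulin signal scored within the nucleus-defined area of each cell; some results filed as inactive read as strong as hits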
# bCat nuc transl: beta-catenin nuclear translocation modulation; 190,000 tested, 0.3% active; HeLa beta-catenin nuclear translocation, immunofluorescence imaging; AID 1665; nuclear translocation activity, % at 5 µM;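 active = nuclear translocation activity above 50% at 5 µM, with a well cell count of 50 or more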;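 note: per-cell ratio of nuclear to cytoplasmic median beta-catenin stain intensity; plate controls were DMSO negative control for no effect and GSK-3 inhibitor IX positive control for full effect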
#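 Test system: human HeLa cell line; Doses: 5 µM primary, 0.02–20 µM confirmation; Incubation: 24 h compound exposure, 37°C; Detection: beta-catenin immunofluorescence imaging with DAPI; Read-out: beta-catenin nuclear/cytoplasmic ratio, % activation.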
# Yfh1-off respiration: enhancers of respiration in Yfh1-depleted yeast, dose response, Friedreich's ataxia, plus single-dose screen (AID 1465); S. cerevisiae Yfh1-off respiration, WST-1 reduction, 72 h; higher fold induction means a stronger effect; fold induction at 50 µM; hits with a dose series show EC50 in µM; 220,000 tested, 0.074% active;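 active = fold induction of absorbance versus untreated yeast above a set limit, then at least 30% activation at any dose in follow-up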;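 note: activators that raise dye reduction in frataxin-depleted yeast; strong numbers were not always called active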
# P. falciparum M17LAP: P. falciparum M17LAP inhibitors, primary screen, biochemical, fluorogenic H-Leu-NHMec substrate, 1536-well (AID 1619). one-dose inhibition, % at 30 µM; IC50 in µM for titrated hits. recombinant M17LAP, H-Leu-NHMec fluorogenic kinetic assay; higher % means a stronger effect. 220,000 tested, 0.38% active;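 active = compound inhibiting the enzyme by more than half at any dose during confirmatory dose-response retesting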;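 note: plate controls were full reaction with DMSO carrier for no effect and no enzyme background for full effect; strong numbers were not always called active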
# HEK293 NOD2/NF-kB: NOD2 signaling inhibitors, cell-based, luminescence, uHTS, HEK293 (AID 1566) | HEK293 NOD2/NF-kB luciferase reporter, luminescence; higher % means a stronger effect | 290,000 tested, 0.63% active | inhibition, % at 4 µM, or EC50 in µM where a hit was titrated; in the data active = inhibition above about 50%; note: many of its hits are not listed in these tables
# Autophagy HCS: autophagy modulation, high-content screen | 190,000 tested, 0.98% active | MEF GFP-LC3 puncta imaging; test concentration mostly 10 µM | calls only at 10 µM (by protocol);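 active = percentage of spot-positive cells more than 3 SD above its plate mean, without a fluorescence outlier flag or 80% toxicity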;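 note: spot-positive cell cutoff set from DMSO-treated cells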
# Dynein transport: blocks dynein driven cargo transport along microtubules; 3617.4 mouse cells, GR-EGFP nuclear translocation imaging; test concentration mostly 20 µM; stimulated with dexamethasone, 1 µM; hits give low values; z-score, hits read low; 220,000 tested, 0.47% active; AID 1381;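 active = plate z-score of nuclear minus cytoplasmic receptor signal below a set negative limit, without overly bright fluorescence or cell loss, cut at about -3.5 in these data, passing the limit was not always enough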;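 note: z-score of nuclear minus cytoplasmic ring GR-EGFP intensity difference per well; some compounds called inactive have numbers as strong as hits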
#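 Schedule: 48 h induction, then 1 h compound, then 30 min agonist, 37 °C. Buffer or medium: tetracycline-free induction medium containing charcoal-stripped FBS. Reagent: 1.0 µM final dexamethasone stimulus. Evaluation: nuclear versus cytoplasmic GR-EGFP signal, averaged per well. Signal: high-content fluorescence imaging after fixation.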
# Insulin prom up: MIN6 insulin promoter up-regulation | MIN6 insulin promoter-GFP reporter, high-content imaging; hits give high values | z-score at 5 µM | 190,000 tested, 0.3% active | AID 1625;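 active = z-score above 3 at 5 µM with at least 500 cells counted in the well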
# Dynein transport cytoplasmic EGFP: recorded beside Dynein transport, whose call it bears; z-score; measured here: cytoplasmic GR-EGFP intensity; hits give high values
# Dynein transport nuclear GR-EGFP: recorded beside Dynein transport, whose call it bears; z-score; measured here: nuclear GR-EGFP intensity;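 lower value marks the stronger effect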
# Dynein transport cell count: further read-out of Dynein transport, marked with its call; z-score; measured here: cell count per field
# Insulin prom up cell count: also measured in Insulin prom up; calls as there; cell count; measured here: cytotoxicity, nuclei count;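 total cells summed across four imaged fields per well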
# bCat nuc transl cell count 5 µM: recorded beside bCat nuc transl, whose call it bears; cell count; measured here: cell count, cytotoxicity flag
# MT stabilize HCS Hoechst-high %: further read-out of MT stabilize HCS, marked with its call; % Hoechst-high responders; measured here: nuclear condensation Hoechst responders;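 share of cells brighter than vehicle mean plus two SD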
# MT stabilize HCS cytotoxicity %: recorded beside MT stabilize HCS, whose call it bears; toxicity, %; measured here: cytotoxicity by cell density;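 0% = mean cell density of plate MIN control wells and 100% = no cells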
# Autophagy HCS cell loss 18 h: also measured in Autophagy HCS; calls as there; toxicity, %; measured here: cell loss, nuclei count;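 cell loss after 18 h compound exposure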
# The depositor's hits bear a star; i = inactive; / = not tested or not shown. A portion of the library; count on the stated rates, not on these rows.
SMILES,NOD1 inhibition,MT stabilize HCS,MT stabilize HCS Hoechst-high %,MT stabilize HCS cytotoxicity %,bCat nuc transl,bCat nuc transl cell count 5 µM,Yfh1-off respiration,P. falciparum M17LAP,HEK293 NOD2/NF-kB,Autophagy HCS,Autophagy HCS cell loss 18 h,Dynein transport,Dynein transport cytoplasmic EGFP,Dynein transport nuclear GR-EGFP,Dynein transport cell count,Insulin prom up,Insulin prom up cell count
CCN1CCN(CC(O)COc2ccc3c(c2)CCC3)CC1 (stereo not given),-35%,2.7,3.1,2.3,-0.6,975,i,8%,0%,i,5,0.77,-0.22,0.41,-0.31,-0.07,1297
Cc1cc2cc(CNC(=O)COc3ccccc3)ccc2n1C,-4%,/,/,/,0.8,1352,i,-6%,12%,/,/,0.38,-0.066,0.17,-0.095,-0.07,1137
Cc1cc(C)nc(-n2nc(C)c3c(C(F)F)cc(C)nc32)n1,8%,5.5,2.1,4.2,-6.5,1063,i,-2%,19%,i,-3,-0.75,-0.24,-0.13,0.33,0.33,1096
COc1cc(C(=O)N2CC(C)OC(C)C2)c([N+](=O)[O-])cc1OC (stereo not given),-6%,2.5,1.3,4.5,-0.1,1101,i,5%,12%,i,15,0.24,-0.21,-0.18,-0.011,0.08,1892
Cc1cc(C)n(C(=O)c2ccc(NC(=O)C3CC3)cc2)n1,-9%,3.6,3.9,5.8,-1.1,997,i,-3%,2%,i,14,0.37,-0.19,0.28,0.027,0.53,1925
CN(CC(=O)Nc1ccc(C#N)cc1)CC(=O)Nc1ccc(N2CCOCC2)cc1,-15%,4.0,2.0,6.6,-0.5,1145,i,13%,-15%,i,-11,-0.19,-0.13,-0.31,0.12,-0.78,1592
COc1ccc(CC(=O)O/N=C(\N)Cc2ccc(OC)c(OC)c2)cc1,5%,2.2,1.1,8.8,/,/,i,-6%,-1%,i,-31,1.7,-0.22,1.1,-0.47,/,/
CNC(=O)c1nc(C)n(-c2ccc([N+](=O)[O-])cc2)n1,-26%,3.3,2.3,9.0,-4.7,1152,i,-5%,7%,i,-3,-0.082,-0.33,0.28,0.54,0.3,1185
Cc1ccc(NC(=O)C2CCN(S(=O)(=O)c3cccs3)CC2)cc1C,6%,0.7,1.3,12,/,/,i,17%,12%,i,-1,0.72,-0.47,-0.021,-0.033,0.02,870
COC(=O)C(C)Sc1ccc2nnc(-c3cccc(F)c3)n2n1 (stereo not given),-20%,3.3,2.6,4.1,-1.6,1173,i,6%,9%,i,-9,-0.093,0.014,0.22,-1.6,-0.6,1178
Cn1cnc(S(=O)(=O)Nc2ccc3c(c2)OCCO3)c1,1%,/,/,/,-0.4,1282,i,4%,11%,/,/,-0.18,-0.26,0.37,0.51,-0.68,1072
COC(=O)N/N=C(/c1ccccc1)C1CCCCC1,-23%,5.6,2.9,4.5,-2.8,1052,i,-1%,16%,i,4,-0.48,-0.21,-0.31,0.21,-0.19,1289
O=C(NNC1=NCCCCC1)Nc1ccc(Cl)cc1,-6%,/,/,/,-6.5,1198,i,-5%,2%,/,/,0.11,-0.29,0.025,0.36,-0.35,1321
Oc1ccccc1C1=NOC(O)(C(F)F)C1 (stereo not given),8%,2.9,1.9,7.4,-2.5,1271,i,8%,-1%,i,-5,-0.089,-0.057,-0.66,-1.4,-0.16,1685
CCCNC(=O)COC(=O)c1ccccc1C(=O)N(C)C1CCCCC1,-10%,1.9,2.9,5.4,-1.9,575,i,17%,4%,i,-7,0.13,-0.2,0.097,-0.69,-0.35,1321
COc1ccc(-n2c(C)cc(C(=O)CSc3nnc(-c4ccoc4C)n3C)c2C)cc1,24%,5.0,2.3,7.5,-7.0,991,i,5%,5%,i,10,-0.33,0.44,-0.2,0.68,-1.1,958
CCOC(=O)N/N=C/C(Cl)=C/c1ccccc1,-43%,2.8,1.7,0.1,-0.4,1091,i,7%,-29%,i,-3,0.44,-0.17,0.25,0.59,0.25,1345
O=C(NC1CCCC1)C(c1ccccc1)N(Cc1cccnc1)C(=O)Cc1cccs1 (stereo not given),-33%,2.8,1.1,6.5,-0.8,1114,i,-9%,2%,i,2,-0.29,-0.29,0.12,0.96,1.4,1476
O=c1nc(C(F)(F)F)nc2ccccn12,-13%,3.6,1.8,4.3,/,/,i,0%,12%,i,-1,-1,-0.25,-0.92,2.1,0.17,1247
O=C(N/N=C1\SCC(=O)N1CCc1ccccc1)c1cccs1,-22%,1.9,1.6,3.9,0.3,977,i,/,9%,i,-6,0.24,-0.099,0.67,-0.37,-0.13,1506
CCC(=O)Nc1ccc(N2CCN(C(=O)c3ccccc3C)CC2)cc1,-33%,4.0,1.6,0.6,0.6,1078,i,8%,-12%,i,6,2.9,-0.14,1.5,-1.4,-0.24,1275
CN1C(=O)CC(N2CCN(CC(N)=O)CC2)C1=O (stereo not given),-4%,3.6,2.1,4.2,0.0,1394,i,-3%,7%,i,14,-0.32,-0.2,-0.31,-0.8,-0.33,1567
CC(NC(=O)c1cccc(N2CCCC2=O)c1)c1ccc2c(c1)OCCO2 (stereo not given),-20%,2.4,1.3,5.8,-1.0,1194,i,8%,21%,i,26,-0.25,-0.27,0.14,-0.4,/,/
CCOC(=O)c1ccc(N2Cc3ccccc3C2)cc1O,/,3.3,2.0,3.5,-1.3,1124,i,3%,-29%,i,10,0.47,-0.13,0.25,0.36,-0.27,1209
Cc1cc(NS(=O)(=O)c2ccccc2)c(C)c(Cl)c1O,39%,/,/,/,-9.9,932,i,3%,11%,/,/,/,/,/,/,-0.13,1366
COC(=O)c1ccccc1NC(=O)COc1ccccc1,-46%,5.1,2.0,5.5,0.8,1143,i,5%,-8%,i,16,-0.68,-0.3,-0.6,-0.67,0.19,1094
Cc1ccccc1NS(=O)(=O)c1cc(C(=O)Nc2ccccc2-c2ccccc2)ccc1Cl,-5%,3.6,1.0,6.6,-4.0,1094,i,-8%,-9%,i,-17,0.25,-0.21,-0.021,-0.3,-0.42,1852
COC(=O)C1=C(C)NC2=C(C(=O)C(C(=O)OC)C(c3ccc(OC)cc3)C2)C1c1ccccn1 (stereo not given),-15%,1.7,1.5,13,-3.3,1382,i,20%,-17%,i,-23,0.31,-0.21,0.85,-0.15,-0.34,1461
CCc1nnc(NC(=O)CSc2ccc(-c3cccs3)nn2)s1,-28%,2.2,1.8,6.5,/,/,i,-7%,6%,i,-6,1,-0.17,0.72,-1.2,/,/
COc1ccc(C(=O)N2CCCC(C(=O)N3CCCCCC3)C2)cc1 (stereo not given),11%,1.2,1.3,6.1,/,/,i,-6%,17%,i,-5,-0.48,-0.19,0.074,0.1,/,/
CCC1(COC(=O)Nc2cccc(Cl)c2)COC1,-24%,2.1,0.8,5.4,-1.4,942,i,12%,-23%,i,9,-1.4,-0.23,-0.6,0.92,-0.16,1308
COc1ccc(C2CC(c3ccc([N+](=O)[O-])cc3)=NN2C(=O)c2ccccc2)cc1OC (stereo not given),-12%,1.5,3.8,9.7,0.0,1554,i,-5%,15%,i,6,-0.65,-0.28,-0.035,0.39,-1.3,1474
CNC(=S)N/N=C/c1ccccc1Cl,-19%,2.5,2.4,10,-1.2,1057,i,7%,-1%,i,-1,-0.71,2.9,0.47,0.23,-0.44,1524
CC1Oc2ccccc2N(CC(=O)NCc2cccs2)C1=O (stereo not given),-26%,1.1,2.9,6.2,5.9,955,i,11%,4%,i,5,-0.54,-0.27,0.53,0.28,0.24,1271
Cc1occc1C(=O)Nc1cccc(C(=O)O)c1,-8%,1.7,2.2,7.3,1.1,1209,i,-2%,-17%,i,0,0.45,-0.19,0.26,-0.016,-0.1,1089
CCOC(=O)c1c(C)[nH]c(C)c1C(=O)COC(=O)[C@@H]1CCCN1S(=O)(=O)c1ccc(Cl)cc1,-6%,2.4,2.1,3.5,/,/,i,-8%,8%,i,-3,-0.57,-0.28,-0.37,0.59,/,/
COC(=O)c1c(NC(=O)c2ccc(C)cc2)sc(Cc2ccccc2)c1C,-24%,3.4,3.0,15,-1.1,884,i,-11%,0%,i,-1,0.0095,-0.42,-0.14,0.23,-0.33,914
O=C1CSCC(=O)N1c1ccccc1,-10%,1.3,1.5,4.3,-1.2,1209,i,-10%,12%,i,-4,-0.17,-0.043,-0.26,0.57,0.67,1223
Cc1ccc2c(C)nc(Nc3nc(CSc4nnnn4-c4ccccc4)cc(=O)[nH]3)nc2c1,21%,7.5,0.9,23,0.5,1005,/,-1%,25%,i,-10,-0.21,-0.2,0.44,0.73,-0.24,1817
COc1ccc(Nc2nnc(SCC3CCCO3)s2)cc1 (stereo not given),-19%,5.3,2.3,6.0,1.4,1082,i,17%,-20%,i,2,0.33,-0.17,-0.33,-0.45,-0.29,1277
O=C(NC(=S)Nc1ccc(CN2CCOCC2)cc1)c1ccc(-c2ccc(Br)cc2)o1,-13%,/,/,/,1.3,1356,i,10%,16%,/,/,-0.19,-0.21,-0.2,0.41,/,/
